Yfh1-depleted yeast: mitochondrial function rescue without frataxin homolog – Friedreich's ataxia, plus single-dose screen, dose response (AID 1465); fold induction at 50 µM, or EC50 in µM where a hit was titrated; 0.074% of 220,000 active; S. cerevisiae Yfh1-off respiration, WST-1 reduction, 72 h; higher fold induction means a stronger effect;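 active means fold induction of absorbance versus untreated yeast above a set limit, then at least 30% activation at any dose in follow-up; inconclusive means repeats straddling the limit, or above it without dose testing; inactive means fold induction below the set limit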;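 further: activators that raise dye reduction in frataxin-depleted yeast; strong numbers were not always called active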
WT yeast gro inh: growth inhibition of WT yeast, mitochondrial fusion screen. mitochondrial fusion phenotypic screen, WT strain. AID 1362. inhibition, % at 10 µM. 2.1% of 190,000 active; in the data active means inhibition above about 58%; tested in S. cerevisiae
RSV antiviral HEp-2: inhibition of RSV-induced cytopathic effect – HEp-2 cells, primary 10 µM value included (AID 2391). HEp-2 cells, RSV-induced CPE inhibition; higher % means a stronger effect. 0.13% of 310,000 active. CPE inhibition, % at 10 µM; hits with a dose series show IC50 in µM; in the data active means a potency from the dose series; inconclusive means CPE inhibition mostly from about 23% at the one dose, without a potency; inactive means the rest, 99 in 100 with CPE inhibition below about 21%; further: strong numbers were not always called active
NS5 inhibitors: Dengue-2 NS5 methyltransferase inhibitors, primary screen, biochemical, confirmation dose response (AID 588689); Dengue-2 NS5 methyltransferase capping enzyme assay, biochemical; higher % means a stronger effect; one-dose inhibition, % at 25 µM; IC50 in µM for titrated hits; 0.3% of 340,000 active; in the data active means a potency from the dose series; inconclusive means inhibition above about 29% without an active follow-up result
CSM14.1 death rescue: protection against thapsigargin-triggered cell killing – 384-well, CSM14.1, ATP luminescence, primary screen (AID 1222); 190,000 tested, under 10 active; CSM14.1 thapsigargin-induced death rescue, ATP luminescence; higher % means a stronger effect; one-dose cellular ATP content (survival), % at 20 µM; EC50 in µM for titrated hits;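 active means EC50 below 50 µM in the dose-response confirmation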;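 further: death triggered by thapsigargin at about 15 µM added after 2 h compound pretreatment; cell ATP read after overnight thapsigargin exposure of roughly 18 to 22 hours; normalized against plate controls of thapsigargin alone and 5% DMSO vehicle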
West Nile antiviral: West Nile virus antiviral activity, cell-based, CPE readout (AID 1621); West Nile virus-infected cells, CPE inhibition; higher % means a stronger effect; CPE inhibition, % at 10 µM, or IC50 in µM where a hit was titrated; 0.02% of 290,000 active; in the data active means a potency from the dose series; inconclusive means CPE inhibition mostly from about 3.7% at the one dose, without a potency; inactive means the rest, 99 in 100 with CPE inhibition below about 2.2%; further: strong numbers were not always called active
SV40 large T antigen: TAg ATPase/helicase activity blockers – biochemical (AID 1903). SV40 large T antigen ATPase/helicase inhibition assay; higher % means a stronger effect. inhibition, % at 20 µM; hits with a dose series show IC50 in µM. 0.39% of 310,000 active; in the data active means a potency from the dose series; inconclusive means inhibition mostly from about 32% at the one dose, without a potency; inactive means the rest, 99 in 100 with inhibition below about 32%; further: strong numbers were not always called active
K1F lysis inhibition: protection from phage-mediated lysis, alamar blue read-out – E. coli UTI89, K1F phage, bacterial capsule biogenesis inhibitors (AID 488966). E. coli UTI89 K1F phage lysis, alamar blue, 2 h; higher % means a stronger effect. inhibition, % at 100 µM, or IC50 in µM where a hit was titrated. 0.02% of 340,000 active;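 active means phage lysis inhibition, versus mean bacterial control, above a set limit; inconclusive means no clear call, values can overlap the other calls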;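 further: capsule biogenesis inhibitors block K1F phage lysis so surviving cells raise fluorescence; higher fluorescence means more inhibition of phage lysis; actives were called in the ten point dose series up to 300 µM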
XIAP antagonists: XIAP antagonists, biochemical, IAP family, fluorescence polarization (AID 1018); XIAP BIR domain, fluorescence polarization peptide displacement; higher % means a stronger effect; displacement, % at 20 µM; hits with a dose series show IC50 in µM; 0.007% of 200,000 active; in the data active means displacement above about 50%; further: a part of the inactive calls stands beside numbers as strong as those of hits
WT yeast gro inh mutant strain: recorded beside WT yeast gro inh, whose call it bears; inhibition, %; mitochondrial fusion phenotypic screen, mutant strain inhibition
NS5 inhibitors pilot replicate: further read-out of NS5 inhibitors, marked with its call; inhibition, %; measured here: pilot screen replicate inhibition
* = called active by the depositor; i = inactive; ? = inconclusive; / = no result given; & = joins results of further samples; [ ] = dose if it differs, or a comment.

Preview (7 entries):
SMILES | Yfh1-depleted yeast | WT yeast gro inh | WT yeast gro inh mutant strain | RSV antiviral HEp-2 | NS5 inhibitors | CSM14.1 death rescue | West Nile antiviral | SV40 large T antigen | K1F lysis inhibition | XIAP antagonists | others
Cc1ccc(P(=O)(OCCN2CCOCC2)C(C)(C)C)o1 (stereo not drawn) | i | 2 | 0 | 0.1% | -7% | -2.3% | -0.3% | 2% | 0.8%[50 µM] | -5.4%
CNC(=S)N(CCc1c(C)[nH]c2ccc(OC)cc12)Cc1ccco1 | / | / | / | 2.8% | 8% | / | -0.7% | 24% | -0.2% | /
COc1cccc(C(C(=O)NC(C)(C)C)N(C(=O)CCC(=O)Nc2cc(C)on2)C(C)(C)C)c1OC (stereo not drawn) | i | -16 | -22 | 0.4% | -8% | -2.8% | -0.5% | 14% | 0.2% | -2.4%
COc1ccc(CN2CCC(CO)(Cc3cccc(C(F)(F)F)c3)CC2)cc1Cn1cccn1 | i | 4 | 19 | 7.0% | -2% | -0.6% | -1.2% | 23% | 1.7%[50 µM] | -8.3%
Nn1c(SCc2ccc(F)cc2)nnc1-c1cccnc1 | i | / | / | / | 1% | / | 0.0% | 8% | -1.1% | /
COc1ccc(CNC(=O)c2c(O)c3cc(OC)c(OC)cc3[nH]c2=O)cc1OC | / | / | / | 1.5% | -3% | / | -0.2% | 2% | -1.4% | /
O=C(Nc1cccc2ncccc12)c1cc(Br)ccc1Cl | / | / | / | 1.1% | 3% | / | -0.4% | 7% | 0.3% | / | NS5 inhibitors pilot replicate=-4.0

Results, from the first entry:
SMILES | Yfh1-depleted yeast | WT yeast gro inh | WT yeast gro inh mutant strain | RSV antiviral HEp-2 | NS5 inhibitors | CSM14.1 death rescue | West Nile antiviral | SV40 large T antigen | K1F lysis inhibition | XIAP antagonists | others
Cc1ccc(P(=O)(OCCN2CCOCC2)C(C)(C)C)o1 (stereo not drawn) | i | 2 | 0 | 0.1% | -7% | -2.3% | -0.3% | 2% | 0.8%[50 µM] | -5.4%
CNC(=S)N(CCc1c(C)[nH]c2ccc(OC)cc12)Cc1ccco1 | / | / | / | 2.8% | 8% | / | -0.7% | 24% | -0.2% | /
COc1cccc(C(C(=O)NC(C)(C)C)N(C(=O)CCC(=O)Nc2cc(C)on2)C(C)(C)C)c1OC (stereo not drawn) | i | -16 | -22 | 0.4% | -8% | -2.8% | -0.5% | 14% | 0.2% | -2.4%
COc1ccc(CN2CCC(CO)(Cc3cccc(C(F)(F)F)c3)CC2)cc1Cn1cccn1 | i | 4 | 19 | 7.0% | -2% | -0.6% | -1.2% | 23% | 1.7%[50 µM] | -8.3%
Nn1c(SCc2ccc(F)cc2)nnc1-c1cccnc1 | i | / | / | / | 1% | / | 0.0% | 8% | -1.1% | /
COc1ccc(CNC(=O)c2c(O)c3cc(OC)c(OC)cc3[nH]c2=O)cc1OC | / | / | / | 1.5% | -3% | / | -0.2% | 2% | -1.4% | /
O=C(Nc1cccc2ncccc12)c1cc(Br)ccc1Cl | / | / | / | 1.1% | 3% | / | -0.4% | 7% | 0.3% | / | NS5 inhibitors pilot replicate=-4.0
Cc1cc2cc(C#N)c(N3CCN(S(C)(=O)=O)CC3)nc2cc1C | i | -7 | 4 | 2.8% | -1% | -2.2% | 0.0% | 4% | 1.1%[50 µM] | -10%
CCC(=O)Nc1cccc(-c2ccc(N3CCC(C)CC3)nn2)c1 | / | / | / | 41% | -9% | / | -0.4% | 19% | 0.2% | /
CSc1cccc(N2CC(C(=O)Nc3ccccc3N3CCCC3)CC2=O)c1 (stereo not drawn) | / | / | / | 1.0% | -8% | / | / | 16% | 0.2%[50 µM] | /
CCCCNC(=O)Nc1cc(C(=O)OC)ccc1Cl | i | -9 | -13 | 0.7% | -6% | -0.4% | 0.1% | 0% | 0.9% | -4.0%
Fc1ccc(F)c(CNc2ncnc3cc(Cl)ccc23)c1 | / | / | / | 2.2% | 5% | / | -1.0% | 1% | 0.1% | /
Cc1cc(C)n(CCCNCC(O)c2ccccc2)n1 (stereo not drawn) | i | 7 | 2 | 0.7% | 12%&-6% | -0.4% | -0.3% | 1% | -3.3%&0.1% | -3.1%
CCCCC1CC(CSc2ncn[nH]2)OC1=O (stereo not drawn) | i | 9 | -3 | 0.9% | -2% | -0.9% | -0.1% | 10% | 0.5% | -4.8%
O=C(NNC(=O)C1CC=CCC1)c1cccc(Br)c1 (stereo not drawn) | / | / | / | 1.9% | -1% | / | / | 10% | 1.1% | /
Cc1ccc(NS(=O)(=O)c2ccc(-n3cccn3)cc2)cc1C | / | / | / | 1.5% | -8% | / | -0.5% | 13% | -0.5% | /
COc1ccc(/C=C2\CCc3ccccc3C2=O)cc1Cn1cccn1 | i | 52 | 41 | ? | -5% | 0.0% | 0.2% | 0% | 0.0% | -8.4%
CCOC(=O)C1(CC2CC2)CCN(Cc2cn(C)c3ccccc23)CC1 | i | 13 | -4 | 2.4% | -2% | -1.9% | -2.1% | 2% | 0.4% | -1.7%
COC(=O)c1cc(Br)c(=O)n(CCN(C(C)C)C(C)C)c1 | i | -5 | 12 | 1.5% | 9% | -2.2% | 0.5% | 7% | 1.2% | 0.8%
Cc1ccc(-c2nnc(Nc3ccc4c(c3)OCO4)c3ccccc23)cc1S(N)(=O)=O | i | 6 | 10 | 7.2% | 2% | -1.0% | 1.3% | 17% | -1.4%[50 µM] | -5.7%
O=C(NC(=S)Nc1ccc(S(=O)(=O)Nc2nccs2)cc1)c1ccc(F)c(F)c1 | / | 9 | -9 | 4.8% | 10% | -0.6% | / | 1% | -0.5%[50 µM] | -0.9%
CC1CCC(NCC(=O)Nc2cccc(S(N)(=O)=O)c2)CC1 (stereo not drawn) | i | 5 | 3 | 1.1% | 1% | -1.2% | -0.1% | 8% | 0.2% | 0.2%
COc1ccc(CCNC2=CC(=O)N(c3ccc(F)cc3)C2=O)cc1 | i | 10 | -9 | 2.9% | 0% | 0.8% | 0.5% | 8% | 1.1% | -7.6%
Cc1ccc2nc3sc(C(=O)Nc4ccc(N5CCOCC5)cc4)c(N)c3cc2c1 | / | 6 | -10 | / | / | -2.5% | / | 1% | / | -21%
CN(C)N1C(N)=C(C#N)C(c2ccc(Cl)cc2)C2=C1CCCC2=O (stereo not drawn) | / | / | / | 1.5% | -1% | / | -0.5% | 12% | -1.1%[50 µM] | /
Later entries.
SMILES | Yfh1-depleted yeast | WT yeast gro inh | WT yeast gro inh mutant strain | RSV antiviral HEp-2 | NS5 inhibitors | CSM14.1 death rescue | West Nile antiviral | SV40 large T antigen | K1F lysis inhibition | XIAP antagonists | others
CCC1CN(C(=O)N2CCC(C(=O)NCCc3ccc(OC)cc3OC)CC2)c2ccccc2O1 (stereo not drawn) | / | / | / | 20% | -1% | / | -0.5% | -1% | 0.3% | /
Cc1cccc(NC(=O)CSc2n[nH]c(-c3ccncc3)n2)c1 | i | -2 | 16 | 0.9% | -4% | -4.4% | 0.8% | 1% | 3.3% | -3.1%
COC(=O)c1ccc2nc(NC(=O)CN3C(=O)CCC3=O)sc2c1 | i | -9 | 1 | 5.0% | 3% | -1.0% | 0.1% | -1% | 0.4% | -2.5%
N#Cc1c(/N=C\c2ccc(O)c([N+](=O)[O-])c2)sc2c1CCCC2 | i | 7 | -5 | 5.2% | 10% | -0.6% | -0.1% | 11% | -0.1% | -13%
COc1ccc(OC)c(N2CC(O)(c3ccccc3)[N+]3=C2SCCC3)c1 (stereo not drawn) | i | 2 | 8 | -0.5% | -10% | 2.4% | -1.1% | 17% | 0.2% | -6.7%
CCOc1ccc(C(=O)NCCC2=CCCCC2)cc1OCC | i | 6 | 6 | 0.1% | -7% | -0.3% | -0.3% | 6% | 0.3% | -7.4%
CCCc1c(C)c2c(C)[nH]nc2oc1=O | i | -3 | -7 | 6.1% | 1% | 0.4% | -0.3% | 5% | -0.1% | -5.6%
CC(C)C(=O)Nc1ccc(NC(=O)c2ccccn2)cn1 | i | 25 | 19 | -0.2% | 4% | -2.2% | 0.1% | 9% | -0.4% | -3.6%
O=C(NC(=S)NCCc1ccc(Cl)cc1)c1ccco1 | i | 5 | 14 | 3.4% | -5% | -7.3% | -0.9% | 19% | 0.5% | 0.5%
CC(=O)Nc1ccc(OC(F)(F)C(F)F)c(NC(C)=O)c1 | i | 12 | 13 | 1.6% | -2% | -1.2% | 0.0% | 11% | 1.6% | -1.1%
CC(=O)c1c(C)nc2sc3c(=N)n(N)cnc3c2c1-c1ccc(Cl)cc1 | i | 4 | -21 | 8.2% | -5% | -6.0% | 1.7% | -1% | 0.5%[50 µM] | -5.3%
COc1ccc(CC(=O)O/N=C(\N)c2ccc(Br)cc2)cc1OC | / | / | / | 0.9% | 6% | / | -1.2% | 8% | 14% | /
COc1ccc(-c2noc(CSc3nnc(-c4ccccc4)n3C)n2)cc1 | i | 6 | 19 | -0.9% | 2% | 0.5% | -0.2% | 7% | 0.0% | -5.1%
Cc1ccc(-c2noc(CCC(=O)N(C)c3ccccc3C)n2)cc1 | i | 12 | 6 | 14% | -6% | 0.1% | -0.4% | 5% | 0.6% | -2.1%
CCCCCCCCCCn1c2c(c(=N)c3c1CCC3)CCC2 | i | 3 | 3 | -1.9% | 0% | -2.5% | 1.4% | 13% | -21% | 2.0%

Sorted by molecular weight (rising): 3 of the compounds above
SMILES | Yfh1-depleted yeast | WT yeast gro inh | WT yeast gro inh mutant strain | RSV antiviral HEp-2 | NS5 inhibitors | CSM14.1 death rescue | West Nile antiviral | SV40 large T antigen | K1F lysis inhibition | XIAP antagonists | others
N#Cc1c(/N=C\c2ccc(O)c([N+](=O)[O-])c2)sc2c1CCCC2 | i | 7 | -5 | 5.2% | 10% | -0.6% | -0.1% | 11% | -0.1% | -13%
COc1ccc(OC)c(N2CC(O)(c3ccccc3)[N+]3=C2SCCC3)c1 (stereo not drawn) | i | 2 | 8 | -0.5% | -10% | 2.4% | -1.1% | 17% | 0.2% | -6.7%
COc1ccc(CC(=O)O/N=C(\N)c2ccc(Br)cc2)cc1OC | / | / | / | 0.9% | 6% | / | -1.2% | 8% | 14% | /

Screens deposited in PubChem BioAssay by several laboratories.
